From PubChem BioAssay
LDHA block – blocks human lactate dehydrogenase A. activity change, % (values are at about 110 or 230 µM). purified LDHA, NADH/diaphorase-resazurin fluorescence; active compounds read low. 0.15% of 480,000 active; in the data active = activity change below about -30%; inconclusive = mostly about -25% to -30%;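 note: plate controls were DMSO wells for no effect and wells without enzyme for full effect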
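LDH5 2 nM; NADH 0.06 mM, pyruvate 0.2 mM; 200 mM Tris pH 7.4, EDTA, Tween-20; 5 min RT. Detection: diaphorase 0.133 mg/mL + resazurin 37 µM, fluorescence ex540/em590 at 0 and 20 min; normalized to enzyme-free and DMSO wells.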
Glioma ERSR ind – ER stress response induction in glioma | U87-MG GRP78 promoter luciferase reporter, 16 h | Potency, µM, without a hit: at the highest dose activation, most hits filed as activators | 0.02% of 420,000 active; note: potency is the fitted concentration of half-maximal effect; series mostly up to about 76 µM; % of control where 0% means no effect; nearly all actives have a fitted effect of over 35% in size
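Stably transfected U87-MG human glioma cells carrying a GRP78-based luminescent sensor were seeded at 1000 cells/well, pin-dosed with compounds and incubated 16 h. Luciferase reagent was then added, and end-point luminescence was read after 10 min at room temperature.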
Vif-APOBEC3G blk – inhibitors of Vif-APOBEC3G interaction | Q9HC16 | HeLa A3G-eYFP + Vif (tagged APOBEC3G with the HIV-1 protein that degrades it), YFP fluorescence, overnight | Potency, µM (top dose mostly 46.1 µM), without a hit: top-dose activity, negative = active, hits mostly inhibitors | 0.076% of 410,000 active | AID 602310;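 note: potency is the fitted concentration of half-maximal effect; % is set by controls: 0 for no effect and ±100 for the full control effect; nearly all actives have a fitted effect of over 60% in size; hits raise eYFP signal because A3G escapes Vif-driven loss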
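HeLa cells stably expressing Vif and C-terminally eYFP-tagged A3G, seeded overnight at 37 deg C, then exposed to compound by pintool overnight at 37 deg C. Rise in yellow fluorescence (Ex 488/Em 500-530, Acumen) marks blocked Vif-driven A3G degradation.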
RXFP1 ag – agonists of human relaxin receptor RXFP1; AID 2676; 0.3% of 370,000 active; HEK293T-RXFP1 cAMP TR-FRET, 30 min; response scale: percent of porcine relaxin response, buffer zero; Potency, µM (highest dose often 57.5 µM), for inactives: at the top dose activation, hits mostly activators; Q9HBX9; note: potency is the fitted concentration of half-maximal effect; % is set by controls: 0 for no effect and ±100 for the full control effect; nearly all actives have a fitted effect of over 60% in size; many of its hits are not listed in these tables
Target sequence (Q9HBX9 whole entry, looked up): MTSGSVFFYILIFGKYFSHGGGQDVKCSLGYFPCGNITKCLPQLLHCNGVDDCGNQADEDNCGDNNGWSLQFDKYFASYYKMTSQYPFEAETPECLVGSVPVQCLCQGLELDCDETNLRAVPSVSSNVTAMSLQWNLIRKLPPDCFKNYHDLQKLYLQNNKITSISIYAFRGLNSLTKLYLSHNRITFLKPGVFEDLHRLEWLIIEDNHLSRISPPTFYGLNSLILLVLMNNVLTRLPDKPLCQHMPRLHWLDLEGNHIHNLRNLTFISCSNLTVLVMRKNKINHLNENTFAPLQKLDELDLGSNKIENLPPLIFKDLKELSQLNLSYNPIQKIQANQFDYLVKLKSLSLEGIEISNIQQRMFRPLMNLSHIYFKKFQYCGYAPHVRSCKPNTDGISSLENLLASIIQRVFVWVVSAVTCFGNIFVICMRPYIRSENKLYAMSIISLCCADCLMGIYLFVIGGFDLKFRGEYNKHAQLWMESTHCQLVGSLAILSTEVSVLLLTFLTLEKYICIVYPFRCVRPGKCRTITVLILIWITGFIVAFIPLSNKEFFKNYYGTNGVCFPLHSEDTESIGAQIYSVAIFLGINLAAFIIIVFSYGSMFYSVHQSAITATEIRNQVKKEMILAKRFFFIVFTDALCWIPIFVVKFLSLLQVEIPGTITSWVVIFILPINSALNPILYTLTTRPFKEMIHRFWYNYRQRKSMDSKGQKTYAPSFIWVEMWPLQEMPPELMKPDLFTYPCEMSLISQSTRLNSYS
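HEK293 cells stably expressing RXFP1, treated 30 min at 37C with compounds plus PDE4 inhibitor Ro 20174; cAMP measured by HTRF TR-FRET. Normalized to buffer and 29 nM porcine relaxin; EC50 by Hill fit.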
D1 antagonist – human D1 dopamine receptor antagonism | HEK293 TREx D1 cells, calcium flux, dopamine EC80; active compounds read low | AID 504652 | activity change, negative = inhibition, % at 10 µM | 3.2% of 360,000 active; in the data active = activity change below about -30%; note: % is set by controls: 0 for no effect and ±100 for the full control effect
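Tetracycline-induced HEK293 Trex D1 cells, force-coupled to calcium, dye-loaded; compounds added and read 180 s, then EC80 dopamine added and calcium flux tracked kinetically another 180 s.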
D1 agonist – human D1 receptor agonism; activation, % at 2 µM; HEK293 T-REx D1 cells, calcium flux, agonist mode; 1% of 360,000 active; AID 504660; in the data active = activation above about 30%; note: 0% is about no effect
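Tetracycline-induced HEK293 TREx D1 cells, force-coupled to calcium signalling, were dye-loaded with a no-wash calcium kit. Compound was pin-added after a 10 s baseline. Fluorescence was read kinetically at 1 cycle/s for 180 s, with calcium rises flagged as agonism.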
D2 PAM – positively modulates the human D2 dopamine receptor allosterically; P14416; HEK293 T-REx D2, calcium flux, EC20 dopamine potentiation; potentiation, % at 10 µM; 0.34% of 340,000 active;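 active = potentiation over 3 SD above the plate norm, cut at about 30% in these data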; note: 0% is about no effect
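Primary screen. Calcium kinetics in induced HEK293 T-REx D2 cells: compound pre-addition 180 s, EC20 dopamine, 180 s more.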
Vif-A3F inh – Vif-A3F binding inhibition; Potency, µM (titrated, usually from 46.1 µM), for the others: at the top dose activity, negative = active; HeLa A3F-eYFP + Vif (tagged APOBEC3F with the HIV-1 protein that degrades it), YFP fluorescence increase; 0.2% of 390,000 active; note: potency is the fitted concentration of half-maximal effect; % of control where 0% means no effect; nearly all actives have a fitted effect of over 65% in size
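Fluorescence increase (Ex 488/Em 500-530) after overnight compound treatment at 37 deg C flags inhibition of Vif-driven A3F-eYFP loss in stable HeLa A3F-eYFP/Vif cells seeded overnight beforehand.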
D1 potentiator – human D1 dopamine receptor positive modulation. P21728. HEK293 TREx D1 cells, calcium flux, dopamine EC20 potentiation. potentiation, % at 10 µM. 0.036% of 360,000 active; in the data active = potentiation above about 30%; note: 0% is about no effect
* = called active by the depositor; ? = inconclusive; . = no result given; & = joins results of further samples. Unless noted, calls come from the whole dose curve; as a rule, active = well fitted curve in the direction sought with a large enough effect; inconclusive = small, poorly fitted or top-dose-only effect, or another doubt; inactive = no such curve, though single readings can be large; an effect the other way counts as inactive or inconclusive. Only part of the results is shown; rates above refer to the full screens.

canonical_smiles	D2 PAM	Glioma ERSR ind	D1 agonist	RXFP1 ag	LDHA block	D1 antagonist	Vif-A3F inh	D1 potentiator	Vif-APOBEC3G blk
O=C(CSc1nnc(-c2c[nH]c3ccccc23)n1-c1ccc(F)cc1)NCc1ccco1	9	0%	-2	0.8%	-5	3	-5%	-9	0%
CCOC(=O)CSc1ncnc2c1c(-c1ccccc1)cn2-c1ccc(OC)cc1	-16&1	-5%&-1%	24&11	-1.3%&2.0%	-5&-1	-3&-3	-15%&-4%	1&2	-1%&-5%
COc1ccc(NC(=O)c2ccc(-c3nc(CSc4ccccc4)c(C)o3)cc2)c(OC)c1	-10	-1%	4	0.3%	0	-10	-1%	-4	-2%
CCCCCCc1c(C)nc(-n2[nH]c(C)c(CCO)c2=O)[nH]c1=O	7	-1%	-1	-3.0%	4	-8	7%	1	0%
CCN=c1scc(C)n1/N=C/c1ccc(O)c(O)c1O	0	-1%	0	0.5%	35	-1	-1%	-1	-1%
Cc1ccc(Cl)c(OCC(=O)NN2CCN(C)CC2)c1	1	-4%	3	-0.8%	-3	-8	1%	-1	4%
Oc1ccc(Br)cc1/C=N/N1CCN(Cc2cccc3ccccc23)CC1	2	-1%	2	1.3%	-18	41	-10%	-3	0%
CN(c1ccc(O)cc1)c1nc(-c2ccccc2)cs1	1	-3%	8	3.2%	2	-25	-2%	-2	-16%
O=C(CN1N=C(c2ccccc2)CCC1=O)NCc1ccc(F)cc1Cl	-8	0%	-2	0.5%	-3	-9	0%	-1	-2%
CC(C)c1ccc(NC(=O)CN2C(=O)NC3(CCCCCCC3)C2=O)cc1	.	-8%	.	.	-2	.	-5%	.	-10%
CCOC(=O)N1CCN(C(=O)C2CCN(S(=O)(=O)c3ccc(Cl)cc3)CC2)CC1	2	-3%	1	-0.9%	0	-10	-6%	-2	2%
COc1ccc(S(=O)(=O)NC(C)C)cc1C(=O)N1CCOCC1	13	-1%	1	3.6%	-4	-8	-10%	-2	0%
Cc1ccc(S(=O)(=O)Nc2ccc(F)cc2)cc1C(=O)N1CCOCC1	.	-5%	.	.	-11	.	3%	.	1%
COc1ccc(NC(=O)COC(=O)C2CCN(S(=O)(=O)c3cccs3)CC2)cc1OC	.	2%	.	.	-8	.	-2%	.	0%
Cc1ccc(-n2c(C)cc(/C=C(\C#N)C(=O)Nc3ccc(C)c(C)c3)c2C)cc1	3	-1%	1	-4.8%	-7	2	0%	-4	5%
CCOC(=O)N1CCN(C(=O)Nc2ccc3nc(-c4ccccn4)c(-c4ccccn4)nc3c2)CC1	-1	-2%	2	1.1%	15	2	-6%	-6	-3%
Cc1cccc(NC(=O)C2CCC(CNC(=O)[C@@H]3Cc4ccccc4CN3)CC2)c1 (some centres undefined)	-15	-4%	5	2.2%	0	1	-4%	-2	2%
COc1cccc(CNc2ccc3c(c2)CCC3)c1	-2	4%	2	-0.2%	5	-18	-2%	-1	1%
Cc1nc(N2CCCC2)c2c(C(=O)N3CCN(c4ccc(F)cc4)CC3)c(C)oc2n1	6	-2%	0	-0.5%	-4	-8	1%	-5	9%
Cc1ccccc1C(=O)Nc1ccccc1C(=O)OCc1cc(=O)n2nc(C3CC3)sc2n1	10	-1%	2	-1.6%	-5	-10	-2%	3	5%

Rewritten with two lines to a compound: part of the list above.
The line under a structure holds: D2 PAM	Glioma ERSR ind	D1 agonist	RXFP1 ag	LDHA block	D1 antagonist	Vif-A3F inh	D1 potentiator	Vif-APOBEC3G blk
Oc1ccc(Br)cc1/C=N/N1CCN(Cc2cccc3ccccc23)CC1
  2	-1%	2	1.3%	-18	41	-10%	-3	0%
CN(c1ccc(O)cc1)c1nc(-c2ccccc2)cs1
  1	-3%	8	3.2%	2	-25	-2%	-2	-16%

Additional records.
canonical_smiles	D2 PAM	Glioma ERSR ind	D1 agonist	RXFP1 ag	LDHA block	D1 antagonist	Vif-A3F inh	D1 potentiator	Vif-APOBEC3G blk
CCOc1ccc2c(c1)nc(SCC(=O)c1cccs1)n2C	12	1%	-1	0.0%	0	-10	-7%	3	-4%
O=C1Nc2ccc(Cl)cc2C12Nc1ccccc1-c1nnc(SCc3ccccc3F)nc1O2 (centres undefined)	13	0%	3	2.2%	11	-45*	-15%	-11	0%
CNC(=O)/C(C#N)=C/c1c(N(Cc2ccccc2)Cc2ccccc2)nc2c(C)cccn2c1=O	15	-2%	6	5.7%	-6	14	0%	6	-9%
COC(=O)/C=C1\S/C(=N\N=C\CC(=O)OC)NC1=O	-22	2%	3	5.6%	3	-6	5%	4	0%
O=c1oc2ccccc2c(Nc2ccccc2)c1CN1CCCCC1	-5	-7%	1	0.0%	-3	-6	-16%	-2	-5%
CCC1CCC/C1=N\NC(=O)c1ccccc1Cl (centres undefined)	.	1%	.	.	-4	.	5%	.	0%
O=C(O)CC(NC(=O)C(F)(F)F)c1ccc2c(c1)OCO2 (centres undefined)	-2	-2%	9	2.4%	-2	1	9%	-1	5%
COc1cc(/C=C2/N=C(c3ccccc3)OC2=O)c(F)cc1OCc1ccccc1	.	-5%	.	.	1	.	1%	.	-1%
Cc1ccc(CNS(=O)(=O)c2c(C)nc3sc(C)cn3c2=O)cc1	1	-4%	2	0.5%	-7	-3	5%	-4	3%
O=C1CC(c2ccccc2)C(c2ccccc2)=NN1 (centres undefined)	.	-2%	.	.	-6	.	-3%	.	2%
O=C(c1ccccc1)c1cc(Cl)ccc1N1C(=O)C=CC1=O	-2	-14%	0	-0.5%	0	-8	-9%	-3	?
CN(C)c1ccc(-c2nn3c(-c4cccnc4)nnc3s2)cc1	-4	3%	2	16%	-7	2	-19%	-3	1%
COc1ccc(C(C(=O)NCC2CCCO2)N(C(=O)Cn2nnc3ccccc32)c2ccc(NC(C)=O)cc2)cc1OC (centres undefined)	5	0%	2	-4.1%	2	22	9%	-3	0%
CC(C)Oc1ccc(S(=O)(=O)N2CCOCC2)cc1NC(=O)c1cc([N+](=O)[O-])ccc1N1CCOCC1	0	-3%	0	?	-7	24	-12%	6	0%
O=C(N/N=C/c1ccc[nH]1)c1ccc(COc2cccc3cccnc23)cc1	2	-2%	0	-0.6%	0	.	-1%	-4	-10%
COc1ccc(CNC(=O)C2Cc3cc(S(=O)(=O)N4CCCCCC4)ccc3N2C(C)=O)cc1 (centres undefined)	2	0%	-1	-0.4%	-2	12	1%	0	0%
COc1ccc(S(=O)(=O)N(Cc2nc(-c3ccc(C)cc3)no2)C2CCCCC2)cc1	-1	4%	11	-1.9%	3	7	2%	-1	5%
CCOc1ccccc1NC(=O)c1ccccc1-c1nc(-c2ccccc2)no1	-8	-2%	5	4.4%	-2	-7	-15%	-5	-25%
COc1ccc(CCn2ccc(O)c(Cc3ccc(Cl)cc3)c2=O)cc1OC	-8	-2%	-1	1.4%	-1	-22	9%	-4	3%
O=C(c1ccc2c(c1)N(Cc1ccccc1)C(=O)c1ccccc1S2(=O)=O)N1CCC(Cc2ccccc2)CC1	8	.	1	0.9%	-9	-25	.	-4	.
CC(=O)c1cnc2scnn2c1=O	13	6%	5	1.6%	-9	-13	-4%	-2	5%
COC(=O)/C(C#N)=C/c1ccc(-c2ccc(S(N)(=O)=O)cc2)o1	15	-5%	5	-1.2%	-3	-7	-1%	-10	4%
COc1cc(/C=N/NC(=O)CC2(C)OCCO2)cc(Br)c1O	-10	-3%	-1	-1.7%	1	-2	-3%	6	2%
CCN(C(=O)COC(=O)CCCOc1ccc(Cl)cc1C)c1c(N)n(Cc2ccccc2)c(=O)[nH]c1=O	.	-13%	.	.	-6	.	1%	.	-11%
O=C1NC(=Nc2cccc(Cl)c2)SC1Cc1cccc(Cl)c1Cl (centres undefined)	9	-2%	1	-0.1%	-10	2	0%	-4	0%
CCOC(=O)C1CCN(C(=O)c2ccccc2NC(C)=O)CC1	5	-1%	-1	2.0%	0	-9	2%	-1	0%
Cc1ccc(CNC(=O)C(=O)c2cn(CC(=O)N3CCCC3)c3ccccc23)cc1	8	12%	4	5.3%	-10	-13	2%	-3	-1%
CCOc1ccc(C(=O)COC(=O)c2ccc(-n3cnnn3)cc2)cc1	-14	-2%	2	?	1	8	0%	7	-2%
COc1ccc(NC2CCCN(C(=O)c3csc(C)n3)C2)cc1 (centres undefined)	1	-1%	2	-3.6%	15	-15	-5%	-6	-2%
COc1ccc(CNC(=S)Nc2ccc(S(N)(=O)=O)cc2)cc1	-4	-4%	3	1.0%	0	10	2%	2	1%
Cc1ccc(NC(=O)CSc2ncn(-c3ccccc3)n2)cc1C	-5	-4%	0	1.8%	-2	-3	1%	-6	4%
COCCn1c(-c2cccc([N+](=O)[O-])c2)nc2c1c(=O)[nH]c(=O)n2Cc1ccccc1	4	-4%	1	0.6%	2	-8	-10%	2	-1%
COc1ccc(C(=O)NCC(=O)N/N=C/c2cccnc2)cc1	2	-2%	1	1.2%	-2	-8	1%	1	-2%
CCN(CC)C(=O)NC1CC(=O)N(c2ccc(OC)cc2)C1 (centres undefined)	5	-1%	1	1.9%	-8	-2	-22%	-3	1%
CCC(=O)Nc1cccc(-c2cc3ccccc3oc2=O)c1	-3	-1%	2	3.7%	-1	-8	0%	-4	-11%
COc1cc(-c2cc(=O)c3c(O)cc(O)cc3o2)ccc1O	3	-2%&0%	2	-1.1%	0	3	-1%	-1	-6%
COCCNC(=O)C(c1ccc(C)o1)N(Cc1ccc(F)cc1)C(=O)Cn1nnc2ccccc21 (centres undefined)	.	3%	1	0.0%	-2	19	3%	-7	3%
O=C1CNC(=S)N1CCCn1ccnc1	-5	-3%	2	-3.3%	0	15	4%	-1	1%
Cn1cncc1C#Cc1c(-c2ccsc2)sc2ccccc12	.	-2%	.	.	-7	.	-9%	.	-23%
COC(=O)c1cc(N=Cc2c(O)c3ccccc3oc2=O)cc(C(=O)OC)c1	3	-1%	1	-0.8%	-11	1	6%	-4	0%
O=C(/C=C/c1ccco1)N1CCN(S(=O)(=O)c2ccccc2)CC1	.	3%	.	.	-5	.	7%	.	-4%
